# Screens: PubChem BioAssay, Broad Institute
# LGR2 inh = inhibitors of bursicon-induced Drosophila LGR2 receptor cAMP signaling. HEK293 LGR2, CRE-luciferase, bursicon-stimulated, 4 h. inhibition, % at 9.99 µM. 380,000 tested, 0.35% active;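 active = drop in luminescence signal, shown as inhibition above about 50% in the replicate tests, limit read from the data, passing the limit was not always enough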;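 also: agonist challenge used bursicon conditioned medium at about half maximal strength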
# CASP6 VEID inh = blocks human caspase-6 cleavage activity; P55212; purified caspase-6, Z-VEID-R110 cleavage fluorescence; inhibition, % at 12.5 µM; 350,000 tested, 0.53% active; AID 686996;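 active = mean inhibition across replicates at least about 35%, with every replicate also reaching that limit, limit read from the data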;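 also: 0% = median of neutral control wells and 100% = no fluorescence left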
# Target sequence (P55212 24-179 limits assumed): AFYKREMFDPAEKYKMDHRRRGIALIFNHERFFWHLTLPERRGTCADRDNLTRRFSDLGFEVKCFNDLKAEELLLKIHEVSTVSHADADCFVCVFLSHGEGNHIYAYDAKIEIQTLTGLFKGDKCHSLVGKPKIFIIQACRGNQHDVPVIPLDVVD
# Target sequence (P55212 194-293 limits assumed): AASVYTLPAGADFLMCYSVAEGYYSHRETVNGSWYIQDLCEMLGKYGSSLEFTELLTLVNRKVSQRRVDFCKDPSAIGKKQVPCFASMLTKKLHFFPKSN
# Cneo AK release = causes C. neoformans cell lysis; adenylate kinase release luminescence, 4 h; normalised: neutral wells 0, clomiphene wells 100; lysis activity, % at 15 µM; AID 651654; 360,000 tested, 0.2% active;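 active = mean lysis activity across replicates of at least 80%, whatever share of replicates individually reach that level; inactive = mean lysis activity below 80%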
#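 Material: C. neoformans cells | Amount: Yeast cell density of 5 × 10^6 cells/mL | Medium: Fresh YPD growth medium | Dosing: Single dose | Times: Static 4 h at 37 °C with compound, 1 h detection | Detection: AK luminescence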
# EWS-Fli inh = EWS/Fli transcriptional activity inhibition | A673 NR0B1-luciferase reporter, viability-normalised | inhibition, % at 12.6 µM | 350,000 tested, 0.67% active;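 active = mean inhibition of at least 50% after viability correction, with every replicate also passing that limit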;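 also: firefly luciferase signal divided by Alamar Blue viability fluorescence both relative to DMSO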
# FN deposit inh = fibronectin deposition inhibition; AH1F fibroblasts, Alexa488-fibronectin deposition fluorescence, overnight; inhibition, % at 12.6 µM; 350,000 tested, 0.086% active; AID 743247;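 active = mean inhibition across replicates of 30% or more, regardless of how many single replicates reach that level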;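 also: positive control wells lacked labelled fibronectin entirely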
#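 Assay system: AH1F fibroblast monolayer, labelled fibronectin deposition. Amount: 10000 cells per well. Also added: labelled fibronectin 24 nM. Compound: single-point pinned compound. Incubation: cell attachment 1 h, compound and FN exposure overnight. Detection: fluorescence after three HBSS washes, excitation 485 nm, emission 525 nm. Read-out: inhibition of fibronectin deposition signal.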
# miR122 inh = inhibitors of miR-122 in Huh7 cells; Huh7 miR-122 Renilla luciferase sensor, 48 h; neutral wells = 0, positive control = 100; activation (reporter increase), % at 12.5 µM; 340,000 tested, 0.3% active;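 active = mean replicate activation score at least 90 and every replicate individually at or above 90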;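 also: higher luciferase means less miR-122 activity so hits act as miR-122 inhibitors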
# PGC1a acetyl inh = lowers PGC1a acetylation signal in U2OS cells; AlphaScreen anti-acetyl-lysine; with virally co-expressed GCN5 acetyltransferase; inhibition, % at 15.6 µM; 350,000 tested, 0.17% active;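 active = every replicate shows inhibition of at least 40%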;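 also: 0% = neutral control wells and 100% = positive control wells; some results beyond the cut were filed as inactive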
# PAX8 inh HTS = PAX8 transcriptional activity inhibition. RMG-I TPO-luciferase reporter, SteadyGlo, 24 h. inhibition, % at 12.6 µM. 360,000 tested, 1.2% active. AID 652154;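 active = mean replicate inhibition at least 60% with every replicate also reaching 60%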;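 also: luciferase light reporting Pax8 driven TPO promoter activity; plate controls were median of neutral control wells for no effect and mitoxantrone controls for full effect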
# Starred values were filed as active, the others as inactive; · = not tested or not shown; [ ] = another dose, or the depositor's remark.
SMILES,LGR2 inh,CASP6 VEID inh,Cneo AK release,EWS-Fli inh,FN deposit inh,miR122 inh,PGC1a acetyl inh,PAX8 inh HTS
O=C(Nc1cccc2nsnc12)c1cccnc1,·,3.3,·,18.5,0.8,·,·,3.7
O=C(CCNC(=O)C1CCN(S(=O)(=O)c2ccc(F)cc2)CC1)NC1CC1,5.6,3.2,0.2,·,-6.6,-7.5,2.5,-9.6
CCN(C[C@H]1[C@H](c2ccccc2)[C@H](CO)N1CC1CC1)C(=O)c1ccccn1,-7.3,2.6,-5.2,-9.4,-16.1,-14.3[16.7 µM],-4.2,6.4
C[C@@H]1CN([C@@H](C)CO)C(=O)Cc2cc(NS(C)(=O)=O)ccc2O[C@@H]1CN(C)S(=O)(=O)c1cccs1,-0.9,-0.1,-0.8,-1.1,-8.2,2.5[16.7 µM],-10.2,-13.6
Cc1ccc(S(=O)(=O)Nc2ccc3c(c2)C(=O)N([C@H](C)CO)C[C@H](C)[C@H](CN(C)S(C)(=O)=O)OCCCC[C@@H](C)O3)cc1,-0.1,0.6,53.4,-12.3,5.4,21.1[16.7 µM],6.0,-14.4
Cc1ccc(OCCn2cc(/C=C(\C#N)C(=O)NCC3CCCO3)c3ccccc32)cc1 (configuration not stated),20.5,-1.7,·,9.0,13.3,·,·,7.5
CCN(CC)CCn1c2c(c(SCC(=O)Nc3ccccc3Cl)nc1=O)CCCC2,-6.3,0.1,·,-1.6,-4.3,·,·,-7.0
COc1ccc(-n2nc(C(=O)NCC(=O)NCCCN3CCOCC3)c3ccccc3c2=O)cc1Cl,-3.5,-10.8,0.8,-6.8,5.9,-8.8,-8.7,23.0
CN(CCc1ccccc1)C(=O)c1ccc(NC(=O)Cc2ccc(NC(=O)C3CCN(C(=O)C4CCCC4)CC3)cc2)cc1,34.8,2.9,-1.0,22.8,-2.9,-3.0,3.6,0.1
CCn1cnc2c(Nc3cccc(Cl)c3)nc(C#N)nc21,-134.4,-1.3,0.3,-132.1,-4.7,5.7,·,-148.7
O=C(C[C@@H]1CC[C@@H](NS(=O)(=O)c2ccc(F)cc2)[C@@H](CO)O1)NC1CCC1,-1.6,-0.7,-3.4,-3.7,·,·,-8.9,-0.7
Cc1ccc(C(=O)CSc2nn3c(=O)c(C(C)(C)C)nnc3s2)cc1,-0.7,·,1.3,·,·,-3.6,-9.9,·
CCOC(=O)c1c(C)oc2cc(Br)c(O)c(Br)c12,-3.0,1.0,-0.2,8.8,-13.5,-3.8,-3.7,-9.7
CCC1(C)NC(=O)N(CC(=O)N2CCC(Cc3ccccc3)CC2)C1=O (configuration not stated),12.7,-201.9,-2.3,0.1,-2.5,-4.0,7.3,4.0
Cc1nc2ccc(Nc3ccncc3)cc2s1,3.3,-25.9,0.0,2.1,11.0,6.4,-12.1,-9.2
C[C@@H]1CN([C@H](C)CO)C(=O)c2cc(/C=C/c3ccccc3)cnc2O[C@H]1CN(C)C,-7.3,-1.4,-1.0,-12.9,6.7,1.9[16.7 µM],-0.1,·
CSc1ccc(CN2CCN(C(=O)c3ccncc3)CC2)cc1,21.7,2.0,·,-21.7,5.5,·,·,9.4
CC(=O)Nc1c(Cl)cc2c(c1Cl)Cc1ccccc1-2,·,1.4,-1.6,-36.3,3.0,10.3,2.5,-46.6
CC1CN(Cc2ccccc2)C(=O)N(c2ccccc2)C1=O (configuration not stated),-22.4,-0.3,·,8.6,-5.2,-10.9,-0.6,18.1
O=C(N/N=C/c1cccc2ccccc12)c1cccs1,-102.8,2.3,-5.6,-89.6,6.0,9.3,·,-196.7
O=C(COC(=O)Cc1cn2ccsc2n1)NC12CC3CC(CC(C3)C1)C2,·,·,-1.7,·,2.6,-6.4,4.1,-5.8
COCCCNS(=O)(=O)c1ccc2[nH]c(=O)[nH]c2c1,6.8,0.1,2.2,-4.0,4.2,2.8,-2.5,6.7
Cc1ccc(S(=O)(=O)N2CC[C@@H]3[C@H]2c2cc(C#Cc4ccccc4F)ccc2N[C@@H]3CO)cc1,22.4,-1.6,3.5,-11.2,10.1,2.2[16.7 µM],1.3,-8.6
O=C1C(C=NCCN2CCOCC2)=C(O)c2ccccc21,-34.5,·,-6.0,·,-0.6,-3.6,-4.8,-23.6
Cc1c(CNC2CCCC2)c(C(=O)O)c(C)n1Cc1ccccc1,-7.2,·,2.3,·,-6.4,-0.6,6.5,0.0

# Continued.
SMILES,LGR2 inh,CASP6 VEID inh,Cneo AK release,EWS-Fli inh,FN deposit inh,miR122 inh,PGC1a acetyl inh,PAX8 inh HTS
CCSc1nc2ccccc2n1Cc1nc(N)nc(N(C)C)n1,1.9,-4.5,-0.5,-1.7,·,·,5.8,·
Fc1ccc(OCc2nc(-c3ccc(Br)o3)no2)c(F)c1,-59.0,1.5,-3.6,-57.5,-15.1,-5.0,-0.7,-57.6
NC(=O)c1cc(S(=O)(=O)NCCc2ccc(S(N)(=O)=O)cc2)cs1,-9.6,-1.8,0.5,3.3,-1.2,5.8,-2.3,-5.6
COc1ccc(NC(=O)Nc2nnc(-c3ccncc3)s2)cc1,34.3,0.3,·,-64.1,6.4,·,·,-49.7
COc1ccccc1N1CCN(C(=O)Cn2c(=O)[nH]c3ccsc3c2=O)CC1,·,·,-2.0,·,-2.8,-17.1,0.2,6.7
C[C@@H]1CCCCO[C@@H](CN(C)C(=O)CCC(F)(F)F)[C@H](C)CN([C@H](C)CO)C(=O)c2cc(NS(=O)(=O)c3ccc(F)cc3)ccc2O1,14.4,1.9,6.1,-5.1,2.2,-7.2[16.7 µM],-17.8,13.3
CNS(=O)(=O)c1ccc(C(=O)NCC(=O)NCCc2ccc3c(c2)OCCO3)cc1,-6.4,3.4,5.1,-5.6,-1.5,·,5.7,-12.4
CC(=Nc1ccccc1)C1=C(O)C(Cc2ccc(O)cc2)NC1=O (configuration not stated),-17.2,-0.8,·,33.0,0.5,·,·,66.6*
O=C(COC(=O)c1ccc(Cl)c(S(=O)(=O)N2CCN(c3ccc(F)cc3)CC2)c1)Nc1cccc(Cl)c1,7.2,·,0.9,·,16.6,0.9,-3.3,-8.9
Cc1ccc(C(=O)Nc2ccccc2N2CCCCC2)cc1,13.4,-1.5,-2.4,27.4,-4.7,-4.7,-1.9,21.9
CC1(C)CCc2cc(-c3ccnc(=S)[nH]3)ccc2O1,·,-6.3,·,-30.3,-9.6,·,-16.4,-107.2
Cc1ccc(C(=O)OCc2c(C)noc2C)cc1NC(=O)c1ccco1,19.5,·,·,6.1,·,6.5,-1.6,6.1
CCOC(=O)C(C(=O)Nc1ccccc1C)C1CCCCC1 (configuration not stated),2.6,-6.6,0.7,4.3,·,·,-7.1,·
O=C(CN1CCN(c2ccccn2)CC1)NCCc1ccccc1,-0.3,·,2.5,·,·,0.0,3.7,·
Cc1cc(C(=O)Nc2cccc3c2O[C@@H](CN(C)C(=O)Nc2ccc(C(F)(F)F)cc2)[C@H](C)CN([C@@H](C)CO)C3=O)n(C)n1,-5.1,·,4.5,5.6,·,0.4[16.7 µM],-4.2,-7.9
CC(C)NC(=O)N(C)C[C@@H]1Oc2ccc(NC(=O)Cc3cn(C)c4ccccc34)cc2CC(=O)N([C@H](C)CO)C[C@H]1C,4.3,-2.8,-4.4,·,1.0,-4.6[16.7 µM],3.6,13.6
O=C(Oc1ccc(/C=N/O)cc1)c1ccccc1Cl,-91.1,2.2,·,-10.7,8.8,·,·,-10.8
CSc1nc(N(C)C)nc(N(C#N)CCOC(C)=O)n1,16.4,-1.5,1.9,7.4,0.3,-3.7,5.1,28.5
COc1ccccc1OCC(=O)NCCS(=O)(=O)N1CCN(c2ccc(F)cc2)CC1,-9.0,-1.6,-5.4,·,-15.1,-6.3,0.0,12.8
CC(C)(C)S(=O)N1Cc2cc(C(=O)NCc3ccc(Oc4ccccc4)cc3)nc(-c3cccc(-c4cc5ccccc5o4)c3)c2[C@H]1CCO (some centres not stated),-6.0,4.5,-10.2,0.5,0.5,-8.1,-61.8,-15.0
N/C(=N\OC(=O)c1cc([N+](=O)[O-])ccc1Cl)c1ccccn1,-21.9,0.4,·,-6.0,3.5,·,0.9,2.9
COc1cccc(C2=Cc3ccc(F)cc3C(CC(C)=O)N2c2ccc(-c3cncnc3)cc2)c1 (configuration not stated),-5.1,-1.6,·,2.1,·,·,·,21.1
O=C(C(=O)c1cccnc1)c1cccnc1,8.3,-3.3,·,11.1,4.9,·,1.6,6.0
CN1CCN(c2ncnc3scc(-c4ccccc4Cl)c23)CC1,10.1,5.6,-2.5,-21.5,8.1,-21.1,32.2,-6.8
Cc1ccc(C)n1-c1ccc(-n2cnnn2)cc1,·,·,7.9,·,5.5,2.6,·,4.4

# Further entries.
SMILES,LGR2 inh,CASP6 VEID inh,Cneo AK release,EWS-Fli inh,FN deposit inh,miR122 inh,PGC1a acetyl inh,PAX8 inh HTS
CCc1nnc(NC(=O)c2ccc(S(=O)(=O)N3CCOCC3)cc2)s1,26.8,-2.5,-2.0,15.7,-4.8,·,·,-12.0
COCCN(C(=O)CSc1nnc2cc(C)c3ccccc3n12)c1c(N)n(Cc2ccccc2)c(=O)[nH]c1=O,2.5,0.1,·,-15.2,7.5,·,·,20.0
CN(C(=O)COC(=O)c1cccc(S(=O)(=O)N2CCCCC2)c1)C1CCS(=O)(=O)C1 (configuration not stated),4.5,-0.9,·,5.4,3.0,·,·,-11.9
CC(C)NC(=O)Nc1ccc2c(c1)CC(=O)N([C@H](C)CO)C[C@H](C)[C@H](CN(C)Cc1ccc(Cl)c(Cl)c1)O2,-9.9,-1.0,1.2,·,·,-9.7[16.7 µM],5.4,-3.7
COCC#Cc1ccc([C@@H]2[C@H](CO)N3C(=O)CN(C(=O)C4CCCCC4)C[C@@H]23)cc1,9.9,-0.4,·,-0.9,3.5,·,-3.1,-6.5
O=C(C[C@@H]1C[C@@H]2c3cc(NS(=O)(=O)c4ccccc4)ccc3O[C@@H]2[C@H](CO)O1)NCC1CC1,14.8,-2.4,0.6,-5.9,0.0,-4.2[16.7 µM],-1.3,7.1
COc1ccc(C(CNC(=O)c2ccc(NS(=O)(=O)c3cccc([N+](=O)[O-])c3)cc2)N2CCOCC2)cc1 (configuration not stated),-7.8,4.8,0.9,·,·,·,-0.9,-6.2
C[C@@H]1CCCCO[C@H](CN(C)Cc2ccncc2)[C@@H](C)CN([C@H](C)CO)C(=O)c2cc(NC(=O)Nc3cccc4ccccc34)ccc2O1,-6.6,1.8,-3.3,4.8,·,-0.1[16.7 µM],4.0,·
CCCNC(=O)N1C[C@H](C)[C@H](OC)CN(C)C(=O)c2cc(NC(=O)CC)ccc2OC[C@@H]1C,6.5,0.8,12.1,-3.2,-13.2,·,4.3,-10.2
COc1cccc(/C=N/NC(=O)CSc2cccc3cccnc23)c1,4.2,3.2,-0.3,1.6,0.0,1.1,-12.3,5.2
CN(C)CC(=O)N1[C@H](C#N)[C@@H](c2ccc(C#CC3CCCCC3)cc2)[C@H]1CO,-0.3,-1.3,4.2,-2.9,-0.6,·,-39.4,0.1
COc1ccc(NC(=O)CC2C(=O)N(c3ccccc3)C(=O)N2Cc2ccco2)cc1 (configuration not stated),-4.1,2.3,·,-6.6,2.1,·,2.9,9.7

# Pulled by structure from the list above:
SMILES,LGR2 inh,CASP6 VEID inh,Cneo AK release,EWS-Fli inh,FN deposit inh,miR122 inh,PGC1a acetyl inh,PAX8 inh HTS
CN(C(=O)COC(=O)c1cccc(S(=O)(=O)N2CCCCC2)c1)C1CCS(=O)(=O)C1 (configuration not stated),4.5,-0.9,·,5.4,3.0,·,·,-11.9
CCCNC(=O)N1C[C@H](C)[C@H](OC)CN(C)C(=O)c2cc(NC(=O)CC)ccc2OC[C@@H]1C,6.5,0.8,12.1,-3.2,-13.2,·,4.3,-10.2
O=C(C[C@@H]1C[C@@H]2c3cc(NS(=O)(=O)c4ccccc4)ccc3O[C@@H]2[C@H](CO)O1)NCC1CC1,14.8,-2.4,0.6,-5.9,0.0,-4.2[16.7 µM],-1.3,7.1
